High-throughput results (PubChem)
TMEM16A act: mouse TMEM16A channel activation, primary screen; Q8BHY3; HEK293 TMEM16A/YFP-H148Q/I152L, iodide quench fluorescence; active compounds read low; B-score at 10 µM; 340,000 tested, 0.3% active;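 active = fluorescence-ratio B-score plate-corrected deviation score at least 3 library SD below zero, with starting fluorescence score within 5 deviations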;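 note: channel opened by trigger with iodide after compound preincubation; score built on the fluorescence ratio of max minus min over baseline; more negative score means more quench and so TMEM16A activation or potentiation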
RGS4 inh: human RGS4 inhibition | HEK293 M3R/RGS4 inducible, Fluo-4 calcium flux; active compounds read high; triggered by carbachol at its EC20 | B-score at 10 µM | 310,000 tested, 0.45% active;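 active = B-score, a plate-corrected calcium signal, over three deviations above library mean, with baseline fluorescence within five deviations of library mean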;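 note: RGS4 expression induced by doxycycline in cells with stable M3 receptor; B-score is computed from the integrated fluorescence ratio over baseline after carbachol; higher B-score means a larger calcium signal and so more RGS4 inhibition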
KCNQ1 inh: inhibitors of human KCNQ1 potassium channel; CHO-K1 KCNQ1, FluxOR thallium flux fluorescence; active compounds read high; AID 2642; B-score at 10 µM; 310,000 tested, 1.3% active; P51787;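 active = compounds whose thallium flux B-score, printed positive for inhibition, exceeds three library SD while starting fluorescence stays within three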;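 note: channel opened by potassium depolarization with thallium stimulus after 20 min compound exposure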
KCNK3 inh: human KCNK3 channel inhibition, primary screen. CHO-KCNK3 thallium flux, FluxOR fluorescence; active compounds read low. B-score at 10 µM. 340,000 tested, 0.84% active. AID 602410;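 active = B-score under library mean minus 4 SD, starting fluorescence ratio at most library mean plus 5 SD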;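 note: more negative B-score means stronger inhibition of thallium flux through KCNK3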
hERG rescue: shields human hERG channel from block by proarrhythmic agents; AID 1511; Q12809; CHO-hERG, FluxOR thallium flux, dofetilide IC70 present; 310,000 tested, 0.51% active; activation (rescue from dofetilide block), less the hit threshold, % at 10 µM;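 active = activation above the mean of controls blocked by dofetilide plus 5 SD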;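 note: thallium influx through hERG after potassium depolarization seen as dye fluorescence rise; in these data hits start at about 4.7%; inactives centre near -7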
Target sequence (Q12809 whole entry, looked up): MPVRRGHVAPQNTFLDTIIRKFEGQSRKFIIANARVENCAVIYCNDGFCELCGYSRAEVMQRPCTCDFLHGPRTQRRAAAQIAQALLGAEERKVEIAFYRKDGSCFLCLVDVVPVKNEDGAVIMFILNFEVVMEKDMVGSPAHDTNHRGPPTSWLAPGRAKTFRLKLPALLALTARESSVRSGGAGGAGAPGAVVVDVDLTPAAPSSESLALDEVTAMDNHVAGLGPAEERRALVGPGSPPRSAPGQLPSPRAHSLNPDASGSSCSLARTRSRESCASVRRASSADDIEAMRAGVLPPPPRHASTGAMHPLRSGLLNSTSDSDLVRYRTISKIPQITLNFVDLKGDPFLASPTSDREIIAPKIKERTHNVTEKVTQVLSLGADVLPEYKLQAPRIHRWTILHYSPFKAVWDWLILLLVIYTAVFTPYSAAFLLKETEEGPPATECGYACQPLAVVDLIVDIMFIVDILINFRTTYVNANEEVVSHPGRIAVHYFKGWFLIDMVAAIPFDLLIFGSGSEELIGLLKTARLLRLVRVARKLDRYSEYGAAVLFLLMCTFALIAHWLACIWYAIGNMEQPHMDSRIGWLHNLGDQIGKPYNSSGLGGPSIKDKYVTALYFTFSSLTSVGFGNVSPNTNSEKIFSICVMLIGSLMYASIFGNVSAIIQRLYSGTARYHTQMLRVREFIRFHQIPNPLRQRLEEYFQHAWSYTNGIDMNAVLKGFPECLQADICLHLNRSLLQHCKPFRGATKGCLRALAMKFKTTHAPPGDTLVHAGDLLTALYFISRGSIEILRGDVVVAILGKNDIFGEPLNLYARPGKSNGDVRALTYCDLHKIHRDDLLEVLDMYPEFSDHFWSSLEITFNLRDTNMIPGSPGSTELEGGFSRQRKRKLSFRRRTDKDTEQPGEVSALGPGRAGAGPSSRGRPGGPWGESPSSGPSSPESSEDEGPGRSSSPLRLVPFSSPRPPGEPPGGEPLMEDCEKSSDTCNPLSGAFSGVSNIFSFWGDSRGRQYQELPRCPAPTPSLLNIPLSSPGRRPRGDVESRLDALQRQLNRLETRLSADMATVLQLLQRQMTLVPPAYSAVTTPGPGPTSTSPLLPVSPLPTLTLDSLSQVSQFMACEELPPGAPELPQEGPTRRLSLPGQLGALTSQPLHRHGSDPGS
KCNK9 inh: blocks the human KCNK9 two-pore domain potassium channel; Q9NPC2; HEK293 KCNK9, FluxOR thallium flux fluorescence; active compounds read low; B-score at 10 µM; 310,000 tested, 1.2% active;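 active = ratio B-score over 3 SD below the library mean, with starting fluorescence within 5 SD of its mean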;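 note: negative B-score means less thallium flux so channel inhibition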
KCNQ1 pot: potentiators or activators of human KCNQ1 potassium channel; 310,000 tested, 0.35% active; B-score at 10 µM; CHO-K1 KCNQ1, thallium flux FluxOR fluorescence; active compounds read high; AID 2648; P51787;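 active = fluorescence ratio B-score, a plate-corrected score, at least three library SD, with initial intensity B-score within 5 SD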
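System: Stable KCNQ1 CHO-K1 line | Incubation: 90 min dye loading and 20 min compound exposure, both at room temperature | Measure: Ratio B score | Medium: Assay buffer for compound exposure, DMSO matched across wells | Compound dosing: Single-concentration screen | Probe or stimulus: K+/Tl+ depolarizing stimulus | Measured by: Kinetic FluxOR fluorescence, 10 s baseline plus 110 s post-stimulus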
MrgX1 PAM: human MrgX1 positive allosteric modulation, primary screen; B-score at 10 µM; MrgX1-HEK293, Fluo-4 calcium flux, FDSS; active compounds read high; Q96LB2; AID 588675; 310,000 tested, 0.63% active;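 active = plate-corrected calcium response at least 3 library SD above typical, normal starting fluorescence, not activating the receptor alone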;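 note: compound read alongside a low EC10 to EC30 dose of BAM8-22 agonist; peak minus trough fluorescence over baseline measured at the second addition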
TMEM16A inh: inhibitors of mouse TMEM16A calcium-activated chloride channel; HEK293 TMEM16A/YFP iodide influx fluorescence, ionomycin; 310,000 tested, 1.2% active; normalized B-score (activity score, 25-100; higher = stronger inhibition) at 10 µM; AID 588511;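 active = ratio plate-corrected score three or more library SD toward inhibition, starting fluorescence score within five deviations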;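 note: score derived from kinetic fluorescence span divided by baseline fluorescence per well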
MrgX1 ag: agonists of human MrgX1 receptor. AID 588627. MrgX1-HEK293 cells, Fluo-4 calcium fluorescence, agonist mode; active compounds read high. Q96LB2. B-score at 10 µM. 310,000 tested, 0.44% active;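 active = calcium response B-score plate-corrected fluorescence ratio at least 3 library SD, with starting fluorescence B-score inside 5 SD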
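Assay system: stable human MrgX1 HEK293 cell line. Quantity: 15,000 cells per well. Schedule: cells plated overnight, dye loaded 0.5 h 37 °C, 0.5 h room temperature. Detection: Fluo-4 NW calcium-flux fluorescence, kinetic read. Read-out basis: peak-minus-minimum fluorescence over baseline, converted to B scores. Control set: positive and negative control wells on each plate.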
RGS4 act: RGS4 potentiation or activation | 310,000 tested, 0.92% active | B-score at 10 µM | AID 463111 | HEK293 M3R/inducible RGS4, carbachol calcium flux Fluo4; active compounds read low;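 active = B-score of the integrated calcium signal more than 4 SD below the library mean, with starting fluorescence not abnormally high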;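 note: negative B-score means reduced calcium response which marks RGS4 activation or potentiation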
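System – HEK293 FlpIn-TREx cells, stable M3R, doxycycline-inducible RGS4 · Reagent – ECmax carbachol challenge · Times – compound preincubation 20 min at room temperature before agonist · Technique – Fluo4 fluorescence kinetic imaging of calcium · Measure – B score of integrated Fluo4 ratio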
* hit, by the source's call; i = inactive; / = not tested or not shown.

SMILES	TMEM16A act	RGS4 inh	KCNQ1 inh	KCNK3 inh	hERG rescue	KCNK9 inh	KCNQ1 pot	MrgX1 PAM	TMEM16A inh	MrgX1 ag	RGS4 act
OCC1(CCc2ccccc2)CCN(C/C=C/c2ccccc2)CC1	i	i	i	i	-23.7	i	i	i	i	i	i
CCN(CC)CCN(C(=O)CCOc1ccccc1)c1nc2c(F)cc(F)cc2s1	i	i	i	i	-15.3	i	i	i	i	i	i
Cc1ccc(NC2=NCC(=O)N2Cc2ccc3c(c2)OCO3)c(C)c1	i	i	i	i	-10.8	i	i	i	i	i	i
CC(C(=O)O)c1ccc(CC2CCCC2=O)cc1 (stereo not drawn)	i	i	i	i	-4.5	i	i	i	i	i	i
Cc1cc(/C=C2/NC(=O)NC2=O)c(C)n1-c1ccccn1	i	i	i	i	-0.5	i	i	i	i	i	i
COc1ccccc1N1CCN(C2CCN(C3CCC(c4ccccc4)CC3)CC2)CC1 (stereo not drawn)	/	i	i	/	-20.3	i	i	9.05*	i	i	i
O=C(C[n+]1cc(-c2ccc(F)cc2)n2c1CCC2)Nc1nc(-c2ccccc2)cs1	i	i	i	i	-14.6	i	i	i	i	i	i
CN1CCN(c2ccc(NC(=O)Cc3ccccc3)cc2)CC1	i	i	i	i	-7.4	i	i	i	i	i	i
COc1ccc2c(c1)c(C(=O)N/N=C/c1ccccc1Cl)c(C)n2C	i	i	i	i	-8.8	i	i	i	i	i	i
CCn1nc(NC(=O)Cc2ccc(OC)cc2)c2cc3cc(C)ccc3nc21	i	i	i	i	-7.9	i	i	i	i	i	i
CCCCCCCN=C(C)c1ccccc1O	i	i	i	i	-3.8	i	i	i	i	i	i
O=C(Nc1ccccc1F)NC1CCCc2ccccc21 (stereo not drawn)	i	i	i	i	-3.2	i	i	i	i	i	i
CC(=O)c1ccc2c(c1)Nc1ccccc1S2	i	i	i	i	-6.6	i	i	i	i	i	i
COc1ccc(OC)c2c(=O)cc(C(=O)O)[nH]c12	i	i	i	i	-9.8	i	i	i	i	i	i
CCOC(=O)c1c(C)oc2ccc(OC(=O)c3cccs3)cc12	i	i	i	i	-2.9	i	i	i	i	i	i
COC(=O)c1cccc(Oc2nc3c(c(=O)n(C)c(=O)n3C)n2Cc2ccc(C)cc2)c1	i	i	i	i	-14.5	i	i	i	i	i	i
CC(C)(C)NC(=O)CN1C(=O)NC(c2ccccc2)(c2ccccc2)C1=O	i	i	i	i	-5.0	i	i	i	i	i	i
O=C(O)c1ccccc1-c1ccccc1C(=O)Nc1ccccc1-c1ccccc1	i	i	i	i	-2.6	i	i	i	i	i	i
CCc1ccnc(NS(=O)(=O)c2ccc3c(c2)CCO3)c1	i	i	i	i	-6.2	i	i	i	i	i	i
COc1cccc(CNC(=O)CN(C)S(=O)(=O)c2cnc[nH]2)c1	i	i	i	i	-4.8	i	i	i	i	i	i
O=C(Nc1ncc2c(n1)CC(c1ccco1)CC2=O)c1ccco1 (stereo not drawn)	i	i	i	i	-2.1	i	i	i	i	i	i
O=C(CSc1nnc(-c2cccnc2)n1Cc1ccco1)N1c2ccccc2Sc2ccccc21	i	/	/	i	/	/	/	i	i	i	/
COc1ccc(CN(C(=O)c2cc3ccccc3oc2=O)C2CCCC2)cc1	i	i	i	i	-6.8	i	i	i	i	i	i
COc1ccc2c(=O)c3c(=O)n(-c4ccccc4)c(-c4ccco4)nc3oc2c1	i	i	i	i	-8.1	i	i	i	i	i	i
O=C(Nc1ccccc1F)c1ccccc1C(=O)Nc1ccccc1F	i	i	i	i	-8.8	i	i	i	i	i	i
CS(=O)(=O)Nc1ccc(C(=O)Nc2ccc(S(=O)(=O)N3CCCCC3)cc2)cc1	i	i	i	i	-1.8	i	i	i	i	i	i
O=C(NC1=NCCS1)c1cc(-c2ccc(F)cc2)nc2ccccc12	i	i	i	i	-10.2	i	i	i	i	i	i
COC(=O)CSc1nnc(COc2cccc3ccccc23)o1	i	i	i	i	-4.4	i	i	i	i	i	i
COc1ccc(Nc2cc(Nc3ccccc3)ncn2)cc1	i	i	i	i	-2.3	i	i	i	i	i	i
Cc1cc(NC(=O)CSc2nc(Cc3ccc(O)cc3)c(C)[nH]2)no1	i	i	i	i	-7.9	i	i	i	i	i	i
COc1cc2c(cc1OC)-c1cc(NC3CCCCC3)nc(=O)n1CC2	i	i	i	i	-10.1	i	i	i	i	i	i
O=C(/C=C/c1ccccc1)NCCC1=CCCCC1	i	i	i	i	-5.3	i	i	i	i	i	i
Cc1nc2ccccc2c(=O)n1-c1ccc(NS(=O)(=O)c2ccc(F)cc2F)cc1	i	i	i	i	-7.2	i	i	i	i	i	i
COc1ccc2c(c1OC)C(=O)N(C(C)C(=O)O)C2=O (stereo not drawn)	i	i	i	i	0.2	i	i	i	i	i	i
N#CC1=C2SCCN2C(=O)C(C#N)C12CCCCC2 (stereo not drawn)	i	i	i	i	-7.7	i	i	i	i	i	i
CCn1ncc(Cl)c1C(=O)Nc1ccncc1	i	i	i	i	-1.1	i	i	i	i	i	i
Cc1ccc(F)c(CNC(=O)C2CCC(=O)N(CCCN3CCCC3=O)C2)c1F (stereo not drawn)	i	i	i	i	-7.1	i	i	i	i	i	i
COc1cccc(-c2nc3cc(C)ccc3o2)c1	i	i	i	i	-12.2	i	i	i	i	i	i
CC(C)c1ccc(O)c(C(=O)c2cnn(-c3ccccc3)c2)c1	i	i	i	i	-9.6	i	i	i	i	i	i
CCOc1ccnc2c1c(=O)n(Cc1cc(OC)cc(OC)c1)c(=O)n2C	i	i	i	i	-8.5	i	i	i	i	i	i
CC(=O)Nc1ccc(S(=O)(=O)NCCCc2ccccc2)cc1	i	i	i	i	-1.3	i	i	i	i	i	i
CCn1c(SCc2ccc(C)cc2)nnc1-c1cnccn1	i	i	i	i	-9.1	i	i	i	i	i	i
Cc1cc(C)nc(SCc2nnc(SCc3ccc([N+](=O)[O-])cc3)n2Cc2ccco2)n1	i	i	i	i	-6.8	i	i	i	i	i	i
Cc1cc(C)cc(-n2c(SCC(=O)NCc3ccc4c(c3)OCO4)nc3ccccc3c2=O)c1	i	i	i	i	-7.7	i	i	i	i	i	i
c1ccc(Cn2nnc3c(Nc4ccc5c(c4)OCO5)nc(C4CC4)nc32)cc1	i	i	i	i	-12.3	i	i	i	i	i	i
COc1ccc(CNC(=O)CN2C(=O)CC(c3ccccc3)=Nc3ccccc32)cc1	i	i	i	i	-12.0	i	i	i	i	i	i
Cc1noc(C)c1CSc1nnc(-c2cc(Cl)ccc2Cl)n1N	i	i	i	i	-6.7	i	i	i	i	i	i
O=C(O)c1cnn(-c2ccccc2)c1-c1ccccc1	i	i	i	i	-2.9	i	i	i	i	i	i
CC(C)(C)c1nnc(NC(=S)Nc2ccccc2)s1	i	i	i	i	-3.9	i	i	i	i	i	i
Cc1ccccc1N1CCN(C(=O)CN2C(=O)c3ccccc3C2=O)CC1	i	i	i	i	-1.8	i	i	i	i	i	i
CCCc1cc(C(=O)Cc2nc3ccccc3s2)c(O)cc1O	i	i	i	i	-10.6	i	i	i	i	i	i
O=C(NCc1ccco1)c1ccc(CNc2c(N3CCCCC3)c(=O)c2=O)cc1	i	i	i	i	-12.3	i	i	i	i	i	i
CCOc1ccc(N(CC(=O)NC(C)CC)S(C)(=O)=O)cc1 (stereo not drawn)	i	i	i	i	-7.8	i	i	i	i	i	i
N=c1ccn(Cc2cccc(Cl)c2)cc1	i	/	/	i	/	/	/	i	i	i	/
CN1CCN(c2nc(NCc3ccco3)nc(N)c2[N+](=O)[O-])CC1	i	i	i	i	-8.8	i	i	i	i	i	i
CCc1cc(C(=O)N2CCCC(CCC(=O)NCc3cccc(OC)c3)C2)no1 (stereo not drawn)	i	i	i	i	-2.8	i	i	i	i	i	i
CCCCN1CC(O)=C(c2nc(-c3ccc(Br)cc3)cs2)C1=N	i	i	i	i	-9.3	i	i	i	i	i	i
O=C(Cc1csc(Nc2nc(=S)[nH]c3ccccc23)n1)N1CCN(c2cccc(Cl)c2)CC1	i	i	i	i	-14.4	i	i	i	i	i	i
COc1ccccc1N1C(=O)C=C(Sc2nc(C)cc(C)n2)C1=O	i	i	i	i	-4.2	i	i	i	i	i	i
O=C(COC(=O)CCOc1ccccc1)NCc1ccco1	i	i	i	i	-7.2	i	i	i	i	i	i

Other records
SMILES	TMEM16A act	RGS4 inh	KCNQ1 inh	KCNK3 inh	hERG rescue	KCNK9 inh	KCNQ1 pot	MrgX1 PAM	TMEM16A inh	MrgX1 ag	RGS4 act
O=C(NC(=S)Nc1nc(-c2ccc(Br)cc2)cs1)c1ccco1	i	i	i	i	6.3*	i	i	i	i	i	i
O=C(CS(=O)CC(=O)N(CC(=O)NC1CCCC1)C1CCCC1)Nc1ccc(F)cc1 (stereo not drawn)	/	i	i	i	-11.2	i	i	i	25*	i	i
COc1ccccc1-c1cc2nc(C)cc(C)n2n1	i	i	i	i	-5.9	i	i	i	i	i	i
COc1cc(/C=N/NC(=O)c2cc3ccccc3[nH]2)ccc1O	i	i	i	i	-3.5	i	i	i	i	i	i
COC(=O)N=Nc1c(O)n(Cc2ccccc2)c2ccccc12	i	i	i	i	-12.0	i	i	i	i	i	i
CCCCC(=O)Nc1ccccc1Oc1ccccc1	i	i	i	i	-3.7	i	i	i	i	i	i
CC(C)Sc1nc(N2CCOCC2)c2c(c1C#N)CC(C)(C)SC2	i	i	i	i	-5.9	i	i	i	i	i	i
CN(CCO)c1ccc(-c2nn(C)c(=O)c3ccccc23)cc1[N+](=O)[O-]	i	i	i	i	-0.6	i	i	i	i	i	i
Cc1cccc(NC(=O)C2CCN(S(=O)(=O)c3ccc4c(c3)C(C)(C)C(=O)N4C)CC2)c1C	i	i	i	i	-14.8	i	i	i	i	i	i
COc1ccc(NC(=O)Cn2nc(C)c3ccccc3c2=O)cc1	i	i	i	i	-9.1	i	i	i	i	i	i
